Assay outcomes from PubChem BioAssay.
ATXN viability: viability counter-screen for ATXN expression inhibitors. S2 cells (HEK-293 line with an ATXN2-luciferase reporter) viability, CellTiter-Fluor protease fluorescence, 24 h. Potency, µM (titrated, usually from 56.7 µM), most hits filed as cytotoxic. 400,000 compounds, 0.49% hits. AID 651635; also: potency is read from the fitted curve at half-maximal effect; nearly all actives have a fitted effect of over 40% in size
Nrf2 inh: blocks Nrf2 signaling | A549 ARE-Fluc reporter, luciferase luminescence, 18-24 h | Potency, µM (series often up to 46 µM), for inactives: at the top dose activity change, negative = inhibition, actives largely listed as inhibitors | 360,000 compounds, 2.1% hits | AID 504444; also: potency is read from the fitted curve at half-maximal effect; % is scaled to controls: 0 for no effect and ±100 for the full control effect; nearly all actives have a fitted effect of over 60% in size
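Nrf2 activity is the BugLite luminescence, read 15 min after reagent at room temperature, following CellTiter-Fluor cytotoxicity readout (30 min, 37C). Compound titrations were applied for 18-24 h to 5000 A549 ARE_Fluc cells/well in 5% FBS OPTI-MEM.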
MCF10A rereplic: inducers of DNA re-replication in MCF 10A breast cells; MCF 10A DNA re-replication, Hoechst nuclear intensity, 48 h; AID 624296; Potency, µM (doses to about 46.1 µM), without a hit: at the highest dose activity, positive = re-replication, most hits filed as activators; 350,000 compounds, 2.9% hits; also: potency is read from the fitted curve at half-maximal effect; % of control where 0% means no effect; nearly all actives have a fitted effect of over 50% in size
A549 tox: counter-screen for Nrf2 inhibitors: cytotoxicity in A549 cells | A549 ARE-Fluc cells, CellTiter-Fluor viability, 18-24 h | Potency, µM (series often up to 46 µM), for the others: top-dose activity change, negative = cytotoxicity, hits mostly inhibitors | 390,000 compounds, 0.16% hits | AID 504648; also: potency is read from the fitted curve at half-maximal effect; % is scaled to controls: 0 for no effect and ±100 for the full control effect
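Cytotoxicity counterscreen: CellTiter-Fluor fluorescence was measured in A549 ARE_Fluc cells after 18-24 h of compound exposure in a concentration series. The subsequent BugLite luminescent read reports ARE-luciferase activity.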
ATXN2 expr inh: inhibitors of ATXN2 expression; HEK-293 ATXN2-luciferase reporter, luminescence, 24 h; 360,000 compounds, 0.72% hits; Potency, µM (series often up to 57 µM), for inactives: at the highest dose activity change, negative = inhibition, hits mostly inhibitors; also: potency is read from the fitted curve at half-maximal effect; % is scaled to controls: 0 for no effect and ±100 for the full control effect; nearly all actives have a fitted effect of over 55% in size
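qHTS (up to 57 uM final) was run with 24 h compound exposure of reporter cells at 37 °C. Each well was multiplexed: SteadyGlo luminescence measured ATXN2-luciferase expression after a fluorogenic Gly-Phe-AFC viability readout (25 uM final).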
IL1B secr inh: blocks inflammasome-driven IL-1 beta release; THP-1 LPS/ATP IL-1B secretion, AlphaLISA, 16 h; hits give low values; activity change, % at 57.5 µM; 360,000 compounds, 4.7% hits; in the data active = activity change below about -50%; inconclusive = mostly about -30% to -49%; also: % is scaled to controls: 0 for no effect and ±100 for the full control effect
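Secreted IL-1B measured by AlphaLISA bead assay after 16 h compound exposure of THP-1 cells; compounds (final up to 57.5 uM) added 1 h before LPS (250 ng/mL) and ATP (1.25 mM) stimulation; lower signal means less secretion.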
Nrf2 ARE act: activates Nrf2 signaling | Potency, µM (top dose mostly 46.1 µM), for the others: top-dose activation, usual class: activators | AREc32 ARE-luciferase reporter (MCF7-derived line), luminescence, 24 h | 410,000 compounds, 0.31% hits; also: potency is read from the fitted curve at half-maximal effect; % of control where 0% means no effect; nearly all actives have a fitted effect of over 65% in size
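AREc32_Fluc, 1000 cells/well, OPTI-MEM + 5% FBS, o/n 37 deg C 5% CO2; 23 nL cpd by pin tool, 24 hr; Steady-Glo 30 min RT, luminescence.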
HepG2 viability: HepG2 cytotoxicity, counter-screen for TGF-b inhibitors | 410,000 compounds, 0.76% hits | HepG2 CAGA-GFP viability, ATP luminescence, 18 h | Potency, µM (doses to about 46.1 µM), for the others: at the top dose activity change, negative = cytotoxicity, most hits filed as cytotoxic; also: potency is read from the fitted curve at half-maximal effect; some results filed as inactive show a strong effect at the top dose
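CellTiter-Glo luminescence gave cytotoxicity after 18 hours at 37 degrees C. The cells were HepG2 CAGA-GFP in 1% FBS DMEM, stimulated with 500 pg/mL TGF-beta after compound addition. %Activity was normalised to no-cell wells (complete cell-killing) and DMSO (no toxicity), and curves were fitted and classified.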
TGFb SMAD3 inh: TGF-b pathway inhibition; HepG2 CAGA-GFP TGF-b/SMAD3 reporter, GFP fluorescence, 18 h; TGF-beta stimulated, 500 pg/mL final; Potency, µM (series often up to 46.1 µM), for the others: top-dose activity, negative = inhibition, usual class: inhibitors; 410,000 compounds, 1.2% hits; AID 588855; also: potency is read from the fitted curve at half-maximal effect; % is scaled to controls: 0 for no effect and ±100 for the full control effect; nearly all actives have a fitted effect of over 65% in size
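HEPG2 CAGA-GFP cells (1000/well, DMEM with 1% FBS) were pre-incubated 2 h at 37 degrees C, given compound by pin tool, then stimulated with TGF-beta at 500 pg/mL final for 18 h before per-cell GFP fluorescence imaging.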
* = called active by the depositor; i = inactive; ? = inconclusive; . = no result given; [ ] = dose if it differs, or a comment. Unless noted, calls follow the shape of the dose curve; as a rule, active = well fitted curve in the direction sought with a large enough effect; inconclusive = small, poorly fitted or top-dose-only effect, or another doubt; inactive = no such curve, though single readings can be large; an effect the other way counts as inactive or inconclusive. Outcome played no part in choosing rows. About 8.8% of those tested had a hit in this group.

compound	ATXN viability	Nrf2 inh	MCF10A rereplic	A549 tox	ATXN2 expr inh	IL1B secr inh	Nrf2 ARE act	HepG2 viability	TGFb SMAD3 inh
CCOc1ccc2[nH]c(=O)c(CN(Cc3ccccc3)C(=O)N3CCCC3)cc2c1	i	?	1%	-3%	-7%	-18	-0.8%	-5%	-1%
Cc1ccc(SC2=C(C(=O)O)CCCC2)cc1	i	-17%	2%	2%	-5%	-7	-0.9%	-13%	5%
C=CCC1(O)C(=O)N2C(=C1C(=O)N1CCOCC1)c1ccccc1CC2(C)C (stereo not given)	i	.	-21%	-14%	9%	2	-0.7%	2%	2%
Cc1ccccc1OCCOC(=O)c1cc(S(=O)(=O)N2CCCCC2)ccc1N1CCOCC1	?	16µM*	12%	-6%	-11%	-14	-0.3%	7%	?
Cc1ccc(-n2c(C)nnc2SCC(=O)NNC(=O)c2ccco2)cc1	i	0%	4%	3%	-17%	-8	0.3%	-12%	2%
OC(c1ccccc1)c1nc(-c2cc(F)cc(F)c2)cs1 (stereo not given)	i	.	.	.	1%	-8	3.2%	-8%	7%
CC(C)C(=O)N1CCC1(C)C(=O)NCc1cc(Cl)ccc1F (stereo not given)	i	.	.	.	-2%	-18	0.1%[9.22 µM]	-13%	1%
Cc1ccc(S(=O)(=O)C(CNC(=O)c2ccc(F)c(F)c2)c2ccco2)cc1 (stereo not given)	.	.	.	0%	.	.	3.5%	-4%	-15%
Cc1cccc(-n2ncc3c(NC(C)C)ncnc32)c1	i	?	6%	10%	47%[activator]	-23	-1.0%	-12%	-9%
COc1ccc(NC(=O)CSc2ccc(-c3sc(C)nc3C)nn2)cc1	i	-7%	2%	-8%	1%	i	-0.8%	22%	-14%
CCOC1(OCC)N=C(N)C2(C#N)C(c3cccc(OC)c3OC)C12C#N (stereo not given)	i	0%	-2%	1%	-8%	-11	-0.1%	7%	11%
Cc1cc(C(=O)NCc2nc(-c3ccccc3)no2)ccc1[N+](=O)[O-]	i	-16%	2%	-6%	-21%	-20	0.5%	5%	1%
Cc1ccc2c(Cl)cc(Cl)c(OCC(=O)N3CCOCC3)c2n1	i	-2%	-1%	-6%	-25%	-5	-0.6%	-6%	-5%
NC(=O)c1c(N)sc2c1CCCCC2	i	5%	13%	3%	11%	9	5.1%	-18%	0%
CCCNC(=S)NC1CC2CCCC(C1)N2CC(C)C (stereo not given)	i	13%	15µM*	15%	3%	6	-0.2%	1%	-9%
CCN(CC)S(=O)(=O)c1cccc(C(=O)NCC(=O)OCC(=O)NCc2ccccc2)c1	?	-14%	10%	-3%	-13%	46	-0.9%	-3%	5%
O=C(Cn1c(SCc2ccccc2F)nc2cccnc21)Nc1ccc(F)c(Cl)c1	.	?	.	?	.	.	-0.8%	-60%	?
O=C(Nn1c(-c2ccncc2)nc2ccccc2c1=O)c1ccc([N+](=O)[O-])cc1Cl	i	15%	13%	4%	-2%	16	-0.6%	7%	0%
CCOc1ccc(NC(=O)CCNc2c(N3CCCC3)c(=O)c2=O)cc1	i	15%	?	5%	-2%	-17	0.3%	-9%	8%
CCCn1c(=N)c(C(=O)NCc2cccnc2)cc2c(=O)n3cccc(C)c3nc21	.	4%	.	0%	4%	.	-0.7%	32%	-12%
COCCC1CCCCN1C(=O)c1ccc(OC2CCN(C(C)=O)CC2)c(OC)c1 (stereo not given)	i	15%	6%	6%	8%	0	-0.9%	-2%	-1%
Cc1ccc(SCCc2ccc(C)nc2)cc1	i	15%	-6%	4%	30%[activator]	17	4.1%	4%	-23%
CCOC(=O)N1CCN(C(=O)C[C@@H]2C[C@@]3(C(=O)OCC)CCC=C3N(Cc3ccco3)C2=O)CC1	i	.	.	.	11%	4	-0.6%	.	.
CC(=O)n1nc(-c2ccccc2)nc1NCc1cccs1	i	?	-1%	-2%	42%[activator]	-8	2.4%	-15%	-31%
O=[N+]([O-])c1cc(-c2nc(-c3ccccn3)no2)ccc1NCc1ccccc1	i	23%	.	1%	37%[activator]	.	3.4%	-13%	?
O=C(COC(=O)c1cc(Cl)cc(Cl)c1)NCCN1C(=O)CSC1=O	i	7%	-3%	11%	1%	7	0.1%	-9%	-3%
COc1cccc(NC(=O)NC(=O)c2c(C)cc(Cl)nc2Cl)c1	i	-8%	-5%	2%	-11%	23	0.3%	9%	?
Cc1cn([C@H]2C[C@H](O)[C@@H](CNCc3ccccc3)O2)c(=O)[nH]c1=O	i	.	.	.	6%	10	0.5%	1%	9%
Cc1nc2ccccc2nc1OCc1ccc([N+](=O)[O-])cc1	i	?	3%	-2%	-3%	-15	0.1%	-6%	5%
COc1ccc(N2CCN(C(=O)COC(=O)c3ccc(Cl)nc3)CC2)cc1	i	3%	-1%	-1%	-23%	8	-0.9%	4%	10%
O=C(N/N=C\c1ccc(OC(=O)c2cccs2)cc1)c1ccc(Cl)cc1	?	10%	1%	1%	5%	0	1.7%	15%	3%
COCc1cc(=O)[nH]c(SCCS(=O)(=O)c2ccc(Cl)cc2Cl)n1	.	-15%	16µM*	2%	20µM*	-28	22%	-39%	?
Cc1cc(OCC(=O)OCC(=O)NCc2cccs2)ccc1Cl	i	17%	3%	-3%	-8%	7	0.4%	-1%	32%
C=CCN1C(=O)N(c2ccc(F)cc2)C(=O)C1CC(=O)Nc1ccc(Cl)cc1 (stereo not given)	?	-21%	1%	-6%	-8%	-28	0.4%	-4%	-17%
Clc1ccc(OCCCCCN2CCCC2)c(Br)c1	i	?	14%	6%	-25%[11.3 µM]	?	0.6%	0%	?
CCc1cccc(NC(=O)CCNS(=O)(=O)c2ccc3c(c2)CCN3C(C)=O)c1	i	-18%	.	0%	-15%	.	3.5%	2%	-25%
CN1CCN(CC(=O)N2CCn3c4c(c5cc(C6CCCCC6)ccc53)CCCC42)CC1 (stereo not given)	?	22%	?	-10%	?	-121*	-2.7%	-86%	?
Cc1c(Cl)cccc1-n1ncc(C(=O)Nc2ccc(Br)cc2F)c1C1CCNCC1	?	27%	.	2%	?	.	7.8%	-51%	?
COc1ccc(CNC(=O)/C=C/c2ccc(S(=O)(=O)N3CCOCC3)cc2)cc1	i	-13%	-3%	0%	-25%	0	0.4%	0%	1%
CCOc1ccccc1N1CCN(C(=O)CCCN2C(=O)c3cccc4cccc(c34)C2=O)CC1	i	-19%	?	-6%	0%	-16	0.1%	-10%	0%
O=C(CCC1CCCC1)N1CCN(C(=O)c2ccco2)CC1	i	10%	-6%	-6%	1%	17	2.5%	4%	4%
Cc1nc2c(C)cccc2cc1C(=O)N/N=C/c1ccc(C(=O)O)cc1	i	0%	2%	5%	2%	22	-0.4%	5%	-3%
Cc1ccc(OCCSc2nc3ccccc3n2CC(=O)N2CCCCC2)cc1C	?	?	.	-18%	4%	.	0.5%	-4%	0%
Clc1ccc(Cl)c(-c2nc(-c3ccncc3)no2)c1	i	18%	1%	9%	19%	20	?	-24%	6%
CCc1nc2ccc(C(=O)N3CCN(CC)CC3)cc2nc1CC	i	7%	6%	1%	4%	-6	-0.7%	-2%	-1%
O=C(O)c1ccc2c(c1)nnn2C1CCCCC1	i	2%	?	-9%	-10%	0	0.1%	-2%	-7%
Cc1cc(C)cc(NC(=S)NCCCN2CCOCC2)c1	i	-1%	-5%	0%	0%	-13	0.2%	6%	5%
CCOC(=O)N/N=C/c1cn(Cc2ccc(Cl)cc2)c2ccccc12	i	7%	5%	6%	4%	-6	1.4%	-42%	13µM*
CCN(CC(=O)Nc1ccc2c(c1)OCCO2)CC(=O)Nc1cc(C)on1	i	.	-4%	8%	1%	1	-0.1%	-3%	3%
O=S(=O)(NCc1ccc2c(c1)OCO2)c1c(F)cc(F)cc1Br	i	-1%	12%	1%	14%	8	-0.4%	0%	4%
CCNC(=O)C(=O)c1c(-c2ccccc2)[nH]c2ccccc12	i	-23%	0%	-16%	-2%	7	0.3%	3%	4%
O=C(NCCOc1ccccc1)c1ccc2c(c1)OCO2	i	?	0%	0%[1.84 µM]	4.5µM*	-19	-3.1%	-10%	-19%
O=C1CCCN2N=C(SCC(=O)Nc3cccc(F)c3)SC2=N1	i	?	-5%	1%	-17%	3	0.1%	-5%	-4%
Cc1c(C)n(C(=O)CSc2nncn2C)c2ccccc12	i	17%	-3%	-1%	-8%	40	-0.2%	10%	18%
COc1ccc2cc(-c3csc(-c4cccnc4)n3)ccc2c1	i	.	15µM*	-4%	18%	26	-0.4%	-1%	2%
COc1cccc(NC(=O)CN(C)C(=O)c2cc3c(s2)CCC(C)C3)c1 (stereo not given)	i	0%	1%	-5%	2%	-5	0.0%	-4%	-15%
Cc1cccc(OCC(=O)Nc2nonc2NC(=O)COc2cccc(C)c2)c1	i	-15%	1%	-9%	7%	6	-0.3%	-1%	9%
CC(=O)N=c1sc2c3ccccc3ccc2n1C	i	-1%	8%	-1%	1%	29	17%	-2%	1%
CN(C)CCn1nnc2c(=O)oc3ccccc3c21	i	15%	-3%	9%	1%	2	-0.1%	-2%	-20%
Cc1[nH]c2ccccc2c1/C=N/NC(=O)c1cc(-c2cccs2)[nH]n1	?	?	?	1%	.	?	-0.7%	-33%	?
